Screening results from PubChem BioAssay.
HGIII-sPLA2 inh: human group III sPLA2 inhibitors, primary screen, biochemical, QFRET, BODIPY PC-A2 liposome substrate | Group 3 secretory phospholipase A2 (Homo sapiens), Q9NZ20 | QFRET BODIPY PC-A2 liposome hydrolysis, fluorescence | inhibition, % at 12.2 µM | 370,000 tested, 0.56% active | AID 743126, 2013;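 active means inhibition above mean plus 3 SD of compounds lying within the high and low control bounds, cut at about 19% in these data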;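 further: 0% = median of test compound wells and 100% = no enzyme DMSO wells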
ADAM10 inh: human ADAM10 inhibitors, primary screen, biochemical, QFRET, HTS. inhibition, % at 7 µM. 370,000 tested, 0.62% active. recombinant ADAM10, EDANS/DABCYL FRET peptide cleavage, 3 h. AID 720582, 2013;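 active means inhibition above a per-campaign cutoff equal to the mean of compounds falling between control-based bounds plus 3 SD, cut at about 20% in these data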;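 further: 0% = DMSO wells while the 100% control is not disclosed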
Target sequence (O14672 214-748 limits assumed): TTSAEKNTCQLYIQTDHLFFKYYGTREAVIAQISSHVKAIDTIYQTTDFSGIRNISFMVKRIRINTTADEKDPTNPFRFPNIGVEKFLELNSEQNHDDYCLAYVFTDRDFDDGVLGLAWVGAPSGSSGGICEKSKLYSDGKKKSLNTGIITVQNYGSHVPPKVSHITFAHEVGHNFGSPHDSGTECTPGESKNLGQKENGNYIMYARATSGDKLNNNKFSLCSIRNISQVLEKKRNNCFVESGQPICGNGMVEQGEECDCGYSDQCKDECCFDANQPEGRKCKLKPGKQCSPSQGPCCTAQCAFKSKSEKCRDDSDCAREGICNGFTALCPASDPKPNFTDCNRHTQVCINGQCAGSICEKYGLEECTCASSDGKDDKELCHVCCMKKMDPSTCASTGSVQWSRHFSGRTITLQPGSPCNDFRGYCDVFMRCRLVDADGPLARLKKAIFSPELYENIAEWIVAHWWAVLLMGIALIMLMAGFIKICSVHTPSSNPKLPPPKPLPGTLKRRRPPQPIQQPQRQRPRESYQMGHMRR
DAX1 inh-1: DAX1 (NR0B1) inhibitors, primary screen, cell-based, HEK293, Gal4-DAX1, luciferase luminescence | AID 504766, 2011 | Nuclear receptor subfamily 0 group B member 1 (Homo sapiens), P51843 | 340,000 tested, 0.99% active | inhibition, % at 6.75 µM | HEK293 Gal4-DAX1 luciferase reporter;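 active means inhibition above the mean over all tested compounds plus 3 SD, cut at about 4.2% in these data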;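 further: 0% = DAX1-transfected cells with DMSO and 100% = empty-vector control cells with DMSO; inhibition shows as a rise in luminescence from relieved DAX1 repression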
Target sequence (P51843 207-470 limits assumed): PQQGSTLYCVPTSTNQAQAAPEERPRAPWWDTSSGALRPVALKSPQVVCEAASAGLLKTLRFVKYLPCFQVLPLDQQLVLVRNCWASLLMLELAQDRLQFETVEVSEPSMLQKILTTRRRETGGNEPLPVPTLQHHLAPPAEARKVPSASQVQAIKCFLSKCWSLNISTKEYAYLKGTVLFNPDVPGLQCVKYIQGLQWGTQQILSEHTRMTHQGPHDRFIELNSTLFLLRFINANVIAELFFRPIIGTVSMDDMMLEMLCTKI
hcDAF-12 act: H. contortus DAF-12 nuclear receptor activators, primary screen, cell-based, luminescence, HEK293, lit1-tk-luc reporter; HEK293 hcDAF-12 lit1-tk-luc reporter; 0% DMSO, 100% Δ7-dafachronic acid; activation, % at 6.8 µM; 370,000 tested, 1.4% active; AID 652067, 2013;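 active means activation above the mean of all tested compounds plus 3 SD, cut at about 5.5% in these data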;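 further: 100% = response to 3 µM Δ7-dafachronic acid high control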
ssDAF-12 act: S. stercoralis DAF-12 nuclear receptor activators, primary screen, cell-based, luminescence, HEK293, GRIP1 co-expression, lit1-tk-luc; Nuclear hormone receptor DAF-12 (Strongyloides stercoralis); HEK293 ssDAF-12/GRIP1 lit1-tk-luc reporter; % of 3 µM dafachronic acid response; activation, % at 6.8 µM; 370,000 tested, 1% active;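 active means activation above the mean over all tested compounds plus 3 SD, cut at about 0.9% in these data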;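 further: 0% = DMSO-only wells and 100% = 3 µM delta7-dafachronic acid wells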
ADAM17 inh: ADAM17 inhibitors, primary screen, biochemical, QFRET; inhibition, % at 6.95 µM; 370,000 tested, 0.83% active; recombinant ADAM17, EDANS/DABCYL FRET peptide cleavage; AID 720648, 2013;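 active means inhibition above the mean of compounds lying between control limits plus 3 SD, set per campaign, cut at about 8.5% in these data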;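 further: 0% = DMSO-only wells as the low control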
hgDAF-12 ag: H. glycines DAF-12 receptor agonists, primary screen, cell-based, luminescence, HEK293, GAL4 fusion, UAS-luciferase | Nuclear hormone receptor DAF-12 (Heterodera glycines), GAL4 fusion | HEK293 GAL4-hgDAF12 UAS-luciferase reporter, agonist luminescence; normalized to butyrate control | activation, % at 6.8 µM | 370,000 tested, 1.8% active | AID 687014, 2013;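 active means activation above a cutoff set at the mean of all screened compounds plus 3 SD, cut at about 10% in these data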;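 further: 0% = DMSO wells and 100% = sodium butyrate wells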
PLCg1 inh: PLC-gamma1 enzyme inhibitors, primary screen, biochemical, fluorescence, purified enzyme; inhibition, % at 12.2 µM; 1-phosphatidylinositol 4,5-bisphosphate phosphodiesterase gamma-1 (Homo sapiens), P19174; 370,000 tested, 0.84% active; fluorogenic substrate; AID 720700, 2013; in the data active means inhibition above about 9.5%
DAX1 inh-2: DAX1 (NR0B1) inhibitors on StAR promoter, primary screen, cell-based, luminescence, SF-1 (NR5A1), full-length DAX-1; HEK293T StAR-luciferase reporter, SF-1/DAX-1 repression relief; inhibition, % at 6.8 µM; 370,000 tested, 1.1% active; AID 652010, 2013;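 active means inhibition above the mean over all tested compounds plus 3 SD, cut at about 3.6% in these data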;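 further: 0% = DAX-1 cells with DMSO and 100% = cells lacking DAX-1 with DMSO; higher inhibition means more luminescence from relief of DAX-1 repression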
FXN GAA850 act: FXN promoter activators, primary screen, cell-based, luciferase luminescence, HEK293 lucGAA850. HEK293 lucGAA850 FXN promoter luciferase reporter, 24 h; percent of 10 µM SAHA response. activation, % at 6 µM. 360,000 tested, 0.56% active;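 active means activation above the average of all compounds screened plus 3 SD, cutoff fixed separately per campaign, cut at about 7.5% in these data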;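 further: 0% = DMSO wells and 100% = 10 µM SAHA wells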
PLCb3 inh: human PLC-beta3 inhibitors, primary screen, biochemical, fluorescence; Purified PLC-beta3, fluorogenic substrate; inhibition, % at 12.2 µM; 370,000 tested, 0.18% active; AID 720704, 2013; in the data active means inhibition above about 11%;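 further: 0% = median of compound wells on plate and 100% = full blocker control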
Numbers without * were called inactive; / = not tested or not shown.

SMILES	HGIII-sPLA2 inh	ADAM10 inh	DAX1 inh-1	hcDAF-12 act	ssDAF-12 act	ADAM17 inh	hgDAF-12 ag	PLCg1 inh	DAX1 inh-2	FXN GAA850 act	PLCb3 inh
Nc1ccc(Oc2ccccc2-c2ccccc2)cc1	7	1	-5.1	-7.8	-3.8	1	-13	3	-1.6	-12	-9
CC(=O)c1ccc(OC(=O)N2CCOCC2)cc1	1	-6	-0.6	3.8	-0.6	-3	1.1	0	-0.2	0.7	-5
C=CCn1cc([N+](=O)[O-])nc1C	6	3	-0.2	1.8	-1.5	5	2.8	2	0.5	0.8	6
O=C(c1ccc2c(c1)OCO2)C1CCCN(Cc2cccn2-c2cccnc2)C1 (centres undefined)	-6	-5	0.5	-1.2	-1.4	-6	-2.3	-5	-0.8	-0.7	-13
Cc1cc(C(=O)CCl)c(C)n1-c1cccc(S(=O)(=O)N2CCOCC2)c1	8	-9	/	-0.5	-1.2	-7	0.6	-7	-0.3	/	-9
O=C(Nc1ccccc1Oc1cccnc1)C1CCCN(C/C=C/c2ccc(F)cc2)C1 (centres undefined)	-14	7	0.4	0.8	-1.0	5	-1.2	1	1.3	-2.5	-6
CN1C(=O)SC(Nc2ccc(F)cc2)C1=O (centres undefined)	-2	-14	-0.8	-0.6	-1.6	-4	-1.8	-2	-0.8	-0.2	-1
COc1ccc(N2CCN(c3cc(C(=O)Nc4cc(OC)c(OC)c(OC)c4)ncn3)CC2)cc1OC	-2	1	/	-2.6	-0.9	0	-3.6	-3	-1.3	-3.5	-1
CCCNS(=O)(=O)c1ccc(CCC(=O)N2CCCC2)cc1	2	2	-0.7	2.3	-0.6	-1	1.1	-3	-0.2	2.5	1
COc1cc(C2Nc3cc(Cl)c(S(N)(=O)=O)cc3S(=O)(=O)N2)ccc1OCc1ccccc1 (centres undefined)	1	-5	1.1	-0.7	-0.3	-3	8.9	-3	1.7	0.8	2
CCCCn1c(N)c(N(CCC(C)C)C(=O)CSc2nnc3ccccn23)c(=O)[nH]c1=O	5	-2	1.1	0.2	-1.0	-4	-1.3	-3	0.2	2.1	-1
CC(NC(=O)Nc1ccc(O)cc1)(C(F)(F)F)C(F)(F)F	-3	-10	0.7	-0.8	-1.1	-5	-1.5	-7	-0.2	1.6	-7
CCOc1ccc(N2C(=O)/C(=C/c3ccc(C)o3)N(C)C2=S)cc1	-7	0	0.1	-0.9	-0.9	3	-1.5	-1	0.0	4.2	-4
CCOc1ccc(-n2ccc(=O)c(C(=O)Nc3ccc(S(=O)(=O)N4CCOCC4)cc3)n2)cc1	3	-17	-0.9	2.2	-1.1	-4	2.7	-71	1.1	1.8	-113
CC(C)CCN1CCN(Cc2nc(-c3ccc(F)cc3)cs2)CC1CCO (centres undefined)	4	0	0.7	-1.5	-1.2	-7	-2.8	-1	0.1	1.9	-7
O=C(N1CCOCC1)N1CCN(CC(O)COc2ccc3ccccc3c2)CC1 (centres undefined)	-7	4	-0.1	0.5	-1.3	-2	-2.9	-4	-0.7	-0.5	-1
CN(C)CCN1C(=O)C(=O)/C(=C(/O)c2ccc(S(=O)(=O)N3CCOCC3)cc2)C1c1ccccc1 (centres undefined)	-6	10	-0.6	-2.2	-1.3	2	2.7	4	-0.4	-0.9	1
CCOc1ccc(Cn2c3ccc(OC)cc3c3nc4ccccc4nc32)cc1OC	17	-12	-0.2	0.6	-0.8	-5	3.5	-6	-0.1	1.4	-21
CC(=O)Nc1ccc(OC(F)(F)C(F)C(F)(F)F)c(NC(C)=O)c1 (centres undefined)	8	4	0.2	-0.1	-1.4	2	-2.7	7	-0.5	1.7	5
Cc1cccc(NC(=S)NNC(=O)c2sccc2C)c1	12	7	3.2	2.8	-0.3	1	13*	-9	2.0	6.1	-1
Cc1nnc(SCC(=O)NNC(=O)c2ccc(Cl)cc2)n1CC1CCCO1 (centres undefined)	0	16	2.2	-0.8	-1.3	4	-1.8	3	0.3	0.5	3
Cc1cc(C)nc(NC2=NCC(=O)N2c2ccc(Cl)cc2)n1	-4	-4	1.4	-0.4	-0.6	-3	-3.1	-2	-0.1	-1.4	0
COc1cccc2cc(C(=O)C3=C(O)C(=O)N(CCN(C)C)C3c3ccc(Cl)cc3)oc12 (centres undefined)	-4	2	1.0	-0.4	-1.1	-5	-0.5	-3	0.4	-1.6	-12
COc1ccc2c(/C=C/c3cc[n+](C)cc3)c[nH]c2c1	-1	1	-1.8	-1.2	-1.8	1	-3.5	-43	-0.5	-0.6	-50
CSc1ccc(C(=S)N2CCN(CCO)CC2)cc1	0	1	0.6	-1.9	-1.1	-1	3.9	-1	0.0	0.9	2
New compounds follow
SMILES	HGIII-sPLA2 inh	ADAM10 inh	DAX1 inh-1	hcDAF-12 act	ssDAF-12 act	ADAM17 inh	hgDAF-12 ag	PLCg1 inh	DAX1 inh-2	FXN GAA850 act	PLCb3 inh
CCCC(=O)N1CCN(c2ccc(NC(=O)c3cc4ccccc4o3)cc2)CC1	10	5	0.2	-1.8	-0.9	-4	0.1	1	-0.1	1.9	0
C=C1CCN([C@H](C(=O)NCc2ccccc2)C(C)C)S(=O)(=O)c2ccccc21	-3	2	0.6	-1.0	-1.3	0	-0.8	1	-0.1	2.4	0
NNC(=O)COc1cccc(Oc2ccccc2)c1	1	1	2.8	-1.0	-1.8	1	0.0	-1	-0.4	-0.4	-1
CNS(=O)(=O)c1ccc2c(c1)[nH]c(=S)n2C	8	1	0.5	-1.7	-1.2	-4	-1.2	-1	-1.1	1.1	2
Cc1cc(C)c(C(=O)/C=C/c2cccs2)c(=O)[nH]1	2	7	0.6	-1.6	-1.3	3	1.4	4	-0.4	-2.8	-6
O=C(c1ccco1)N1CCN(Cc2cn[nH]c2-c2cccc3ccccc23)CC1	-13	-1	-0.7	-0.3	-1.3	-2	0.9	-1	0.2	2.7	-11
CCOC(=O)c1c(NC(=O)c2ccnn2C)sc(C)c1C	5	-2	-0.1	-0.4	-1.4	-5	-0.3	-1	0.1	0.1	-4
CN1C2C=C3C(C#N)=C(N)C(C#N)(C#N)[C@@H](c4cccs4)C3C1CC2 (some centres undefined)	-4	-93	0.3	0.7	-1.1	-36	-0.8	-61	0.3	2.1	-84
O=C(c1ccc(Cl)cc1Cl)N1CCOCC1	-1	-5	1.0	-1.1	-1.2	-3	-1.0	2	0.1	-0.2	1
COc1ccc(CN(C)CC(=O)Nc2cc3oc4ccccc4c3cc2OC)c(OC)c1	-12	-4	-1.0	-1.3	-1.5	4	-0.6	0	-0.9	0.9	1
Cc1ccc(NC(=O)c2ccc(COc3ccccc3[N+](=O)[O-])o2)nc1	-1	-1	0.1	1.2	-1.2	0	3.1	2	0.4	-1.0	-4
O=C(CSc1nnc(C2CCCCC2)o1)N1CCCCC1	12	-10	-0.1	0.7	0.7	-1	5.1	2	-0.4	1.4	3
CCn1ccnc1CN1CCCC(C(=O)c2ccc3cc(OC)ccc3c2)C1 (centres undefined)	1	-376	-1.8	-2.9	-2.6	-145	-0.5	-226	-1.9	-1.9	-330
O=C1c2ccccc2C(=O)c2c1cccc2N1CCN(C/C=C/c2ccccc2)CC1	-1	1	-0.9	0.4	-1.2	3	0.7	2	0.0	-0.1	-7
CC(C)Oc1cccc(C(=O)NC(=S)Nc2ccc(Cl)c(C(=O)O)c2)c1	2	6	1.6	-1.5	-1.6	0	1.0	10*	0.2	-1.1	-6
COc1cc(CNc2nc3ccccc3[nH]2)cc(OC)c1OC	0	4	0.0	0.1	-1.6	0	-2.1	1	0.0	1.4	2
NC(=O)c1c(NC(=O)c2ccc(S(=O)(=O)N3CCOCC3)cc2)sc2c1CCCCC2	1	-9	0.9	0.0	-1.0	-3	1.5	-4	0.1	-0.2	-7
CCCC(=O)N1CCN(c2ccc(NC(=O)c3cc4ccccc4o3)cc2Cl)CC1	-24	4	-5.0	-6.3	-2.4	-1	-9.3	-18	-3.0	-15	-23
Fc1ccccc1-c1nc(-c2cnccc2C(F)(F)F)no1	-2	9	1.1	-0.5	-0.7	-1	2.1	3	0.2	2.5	-6
CCOc1ccc(-c2nnc(-c3ccccc3)o2)cc1	3	-45	0.8	6.0*	0.8	-11	14*	-2	2.9	-1.3	-2
CC(=O)c1cccc(NC(=O)CN2C(=O)COc3ccc(S(=O)(=O)N4CCOCC4)cc32)c1	0	5	0.6	-0.3	-0.8	-4	2.3	0	0.0	-3.3	-4
COc1ccc(Nc2cc(C)nc(N)n2)cc1	6	6	-0.5	-1.9	-0.7	-7	1.4	-3	0.1	4.4	-7
CCOc1ccc(S(=O)(=O)Nc2cccc(N(C)S(C)(=O)=O)c2)cc1	-12	2	-1.4	-2.9	-2.0	-4	-5.7	2	-2.1	0.1	3
Cc1ccc(C(c2cc(Br)ccc2O)N2CCSCC2)cc1 (centres undefined)	-22	25*	1.8	-1.4	-1.3	6	-0.1	4	-0.5	-0.3	3
CCOC(=O)C1CCN(S(=O)(=O)NC[C@H]2O[C@@H](n3cnc4c(N)ncnc43)[C@H](O)[C@@H]2O)C1 (some centres undefined)	14	-10	-0.2	1.0	-1.4	-6	1.5	-1	-1.0	1.7	-2
CN(c1ccccc1)S(=O)(=O)c1cccc(NC(=O)CCNC(=O)c2ccc([N+](=O)[O-])cc2)c1	-39	14	-1.3	-1.0	-1.6	3	-3.5	-2	-2.3	1.9	4

Compounds as they come. Share with any hit: about 6.9%.
